CaV13 FRET inh = Disruptors of the CACNA1D IQ motif to Ca2+-dependent inactivation inhibitor domain association, primary screening, Förster resonance energy transfer in intact living …; HEK cells, CFP/YFP FRET ICDI-IQ, plate reader, 10 min; percent FRET-ratio fall versus neutral wells; inhibition, % at 12.3 µM; hit rate 0.098% among 340,000;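 active = mean replicate inhibition of at least 30% and at least 1% of replicates passing that level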;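 note: 0% = median of the neutral control wells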
Shn3 inh set2 = reduction of Shn3 3'UTR firefly luciferase signal, primary screen, Schnurri-3 inhibitor project, cell-based, Clone20 osteoblasts, set 2. Clone20 osteoblast Shn3 3'UTR firefly luciferase, 24 h. inhibition, % at 12.5 µM. hit rate 0.52% among 360,000. AID 588674, 2011;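 active = mean inhibition of at least 75% with every replicate also reaching 75%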;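 note: 0% = median of neutral control wells and 100% = pilot-screen positive control compound; some compounds past the cut are filed as inactive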
CF NFkB inh = inhibitors of PAF-induced NF-kB signaling, primary screen, cell-based, GFP fluorescence, uHTS; KKLEB NF-kB-GFP reporter, GFP fluorescence overnight; inhibition, % at 5 µM; hit rate 0.86% among 360,000; AID 588850, 2011;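 active = at least 50% inhibition at 5 µM, scaled per plate between neutral and stimulator controls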;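 note: PAF is a Pseudomonas aeruginosa culture filtrate used as stimulus; plate controls were PAF-stimulated DMSO wells for no effect and unstimulated DMSO wells for full effect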
NR2E3 ag-1 = NR2E3 agonists in two-hybrid cells, primary screen, cell-based, luminescence, CHO-S, Gal4-NCOR/VP16-NR2E3 | Photoreceptor-specific nuclear receptor (Homo sapiens), Q9Y5X4 | luciferase | inhibition of corepressor binding, % at 3.98 µM | hit rate 0.35% among 360,000 | AID 602229, 2012;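 active = inhibition above the mean of all tested compounds plus 3 SD, cut at about 70% in these data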;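 note: 0% = DMSO with NR2E3 transfected cells and 100% = cells lacking NR2E3 construct; higher means lower luciferase signal from less NR2E3 corepressor binding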
Target sequence (Q9Y5X4 whole entry, looked up, the tested form may be a part): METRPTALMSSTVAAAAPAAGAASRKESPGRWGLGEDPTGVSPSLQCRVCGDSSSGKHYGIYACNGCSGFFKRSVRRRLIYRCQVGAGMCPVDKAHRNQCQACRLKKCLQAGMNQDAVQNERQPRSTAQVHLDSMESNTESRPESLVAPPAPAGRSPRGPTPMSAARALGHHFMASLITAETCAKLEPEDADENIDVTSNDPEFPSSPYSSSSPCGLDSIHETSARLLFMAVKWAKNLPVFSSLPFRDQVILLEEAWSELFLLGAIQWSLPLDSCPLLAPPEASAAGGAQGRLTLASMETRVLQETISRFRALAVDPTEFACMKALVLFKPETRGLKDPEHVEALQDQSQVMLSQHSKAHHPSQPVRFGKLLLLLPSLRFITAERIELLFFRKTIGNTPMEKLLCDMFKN
Vif imaging = HIV Vif self-association inhibitors, primary screen, imaging, HEK293T, single point; HEK293T cells, Vif self-association by quenched fluorescence, 24 h; inhibition, % at 7.49 µM; hit rate 0.35% among 340,000; in the data active = inhibition above about 50%, passing the limit was not always enough; note: some results filed as inactive read as strong as hits
MITF TRPM1 inh = inhibitors of MITF-dependent TRPM1 promoter reporter, primary screen, cell-based, SK-MEL-5, single point, luciferase; SK-MEL-5 TRPM1 promoter luciferase, 24 h; inhibition, % at 12.5 µM; hit rate 0.83% among 330,000;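 active = mean inhibition across replicates of 60% or more, whatever share of single replicates reaches that level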; note: values of inactives mirror those of a sister screen read the other way
KKLEB tox = cytotoxicity in KKLEB CF airway cells, primary screen, cytotoxicity control for CF NF-kB inhibitor project, cell-based, uHTS, fluorescence assay plates. KKLEB CF airway cells viability, ATPlite luminescence, overnight; active compounds read low; cells stimulated with P. aeruginosa culture filtrate. activity change (cytotoxicity), % at 5 µM. hit rate 0.36% among 360,000. AID 602141, 2011;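 active = corrected activity change at or below -50% at 5 µM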
HIF-2a inh = HIF-2a reporter inhibitors, primary screen, luminescence, 786-0 RCC cells | 786-0 RCC cells HIF-2a reporter, luciferase luminescence, overnight | inhibition, % at 18.8 µM | hit rate 0.72% among 360,000 | AID 624352, 2012;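 active = inhibition of the luminescence signal of 40% or more relative to plate controls, in a single-dose primary screen at 18.75 µM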
Peg3 prom inh = Peg3 promoter-driven luciferase inhibitors, primary screen, cell-based, HeLa, luciferase luminescence; HeLa PEG-Prom luciferase reporter, overnight; inhibition, % at 20 µM; hit rate 1.7% among 360,000; AID 588405, 2011;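 active = inhibition of at least 50% at 20 µM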
NR2E3 ag-2 = inhibitors of NR2E3-RetCOR corepressor binding, primary screen, NR2E3 agonist project, biochemical, TR-FRET, GST-NR2E3, biotin-RetCOR; Photoreceptor-specific nuclear receptor (Homo sapiens), Q9Y5X4; 1536-well; inhibition of corepressor binding, % at 4.78 µM; hit rate 0.12% among 320,000; AID 2300, 2010;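 active = percent inhibition above the cutoff of mean plus 3 SD of all tested compounds, set per screening campaign, cut at about 20% in these data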;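 note: 0% = DMSO wells and 100% = biotin wells as full block of FRET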
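Assay system: NR2E3–RetCOR corepressor complex. Quantity: 1.35 nM GST-NR2E3. Buffer or medium: pH 7.5 Tris-based buffer. Reagent: biotinylated RetCOR corepressor at 7 nM final. Schedule: 5 h at 4 °C. Detection: TR-FRET, emission read at 617 and 671 nm. Replicates: one well per compound, singlicate testing.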
PDI turbidity = inhibitors of human PDI, primary screen, biochemical, turbidity, single point, plate reader; Protein disulfide-isomerase (Homo sapiens), P07237; PDI insulin aggregation turbidity, A650, 90 min; inhibition, % at 10 µM; hit rate 0.052% among 350,000; AID 588391, 2011;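 active = mean inhibition across replicates of 30% or more, whatever share of single replicates reach that level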;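 note: absorbance from insulin aggregation driven by PDI reduction with DTT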
Target sequence (P07237 whole entry, looked up): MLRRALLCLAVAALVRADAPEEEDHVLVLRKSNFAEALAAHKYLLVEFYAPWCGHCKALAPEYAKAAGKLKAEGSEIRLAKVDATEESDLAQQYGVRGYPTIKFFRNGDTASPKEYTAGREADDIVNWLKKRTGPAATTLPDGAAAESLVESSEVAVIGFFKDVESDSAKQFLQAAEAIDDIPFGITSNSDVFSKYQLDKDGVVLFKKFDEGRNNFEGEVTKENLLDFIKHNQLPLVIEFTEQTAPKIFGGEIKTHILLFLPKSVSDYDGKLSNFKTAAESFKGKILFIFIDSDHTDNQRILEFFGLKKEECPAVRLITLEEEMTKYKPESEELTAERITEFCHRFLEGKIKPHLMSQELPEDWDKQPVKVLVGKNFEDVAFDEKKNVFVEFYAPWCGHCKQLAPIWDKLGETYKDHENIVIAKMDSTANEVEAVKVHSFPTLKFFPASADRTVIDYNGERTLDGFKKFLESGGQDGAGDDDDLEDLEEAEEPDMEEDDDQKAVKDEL
Active calls of the source: *; . = no result given. Compounds were not picked by outcome; any-hit rate near 3.3%.

SMILES	CaV13 FRET inh	Shn3 inh set2	CF NFkB inh	NR2E3 ag-1	Vif imaging	MITF TRPM1 inh	KKLEB tox	HIF-2a inh	Peg3 prom inh	NR2E3 ag-2	PDI turbidity
CC1(C)CCC(=O)c2ccccc21	-6	-23	-17	23	3	6	-10	8	13	.	-10
CC(C)(C)OC(=O)NNC(=S)NCc1ccc(Cl)cc1	.	18	10	-9	-8	3	-9	6	15	-2	-14
CC(=O)OC(C)(C)C1Cc2cc3ccc(=O)oc3cc2O1 (stereo unspecified)	-22	-5	10	-35	-14	-34	-7	-56	-60	-1	1
COc1ccc(-c2cc(-c3ccc(OC)c(OC)c3)n[nH]2)c(O)c1	-4	-54	-14	-113	1	-64	4	-215	-316	0	-6
CC1CCC(NC(=O)N(CCCl)N=O)CC1 (stereo unspecified)	-5	30	-2	-86	59*	-85	1	-182	-171	2	10
O=C(NCCC1=CCCCC1)C1CCN(S(=O)(=O)N2CCOCC2)CC1	.	9	10	-7	4	3	0	17	12	8	1
Cc1cn([C@H]2C[C@H](O)[C@@H](CCC(=O)NCCCn3ccnc3)O2)c(=O)[nH]c1=O	-5	0	2	-3	-4	-7	8	5	1	.	6
Cc1ccc(N2CCN(C(=O)c3ccccc3NC(=O)C3CC=CCC3C(=O)O)CC2)cc1 (stereo unspecified)	-5	-15	-11	-4	6	-2	10	-28	-24	0	13
COc1cccc(C2SCC(=O)N2c2ccc(C)cc2)c1OC (stereo unspecified)	-5	-29	-3	3	3	2	7	13	11	3	-13
Cc1cccc2sc(NC(=O)c3cccc(S(=O)(=O)N4CCc5ccccc54)c3)nc12	-5	-15	8	0	-5	16	15	6	23	0	1
C/C(CC(=O)Nc1ccc2c(c1)OCO2)=N\NC(=O)OC(C)(C)C	-5	-26	2	-42	6	-7	3	-4	3	-6	8
CN1C(=O)/C(=C2\SC(=S)N(NC(=O)c3cccnc3)C2=O)c2ccccc21	-2	1	6	-10	-3	19	1	19	20	-1	-10
COc1ccc(C(=O)N/N=C/c2ccc(OC(=O)c3ccccc3)cc2)cc1	-6	-14	-2	-13	-4	-12	14	-15	-35	-1	2
COc1ccc(/C=C2\CCCC3C2=NC(=S)NC3c2ccc(OC)cc2)cc1 (stereo unspecified)	-5	-30	3	-8	-4	-6	2	14	15	-2	-6
CCOC(=O)Cc1csc(NC(=O)c2cc(=O)c3ccccc3o2)n1	2	-1	-2	-27	6	-11	6	-83	-60	2	-8
Cc1c(C=O)c2ccccc2n1CC(=O)NCc1ccccc1	-4	10	-15	-27	-6	15	9	0	4	0	4
CCOc1ccc(C)cc1S(=O)(=O)n1ccnc1	-7	6	-11	-34	5	7	1	18	0	-1	14
CCN(CC)CCN1C(=O)C2C(C(=O)Nc3ccc(Br)cc3)C3C=CC2(O3)C1C(=O)NC1CCCCC1 (stereo unspecified)	-4	-7	-3	-14	11	-10	5	16	-2	2	-11
O=C(NCCSc1c(-c2ccccc2)[nH]c2ccccc12)c1cc2ccccc2oc1=O	-2	-18	5	-20	-2	.	-5	9	7	1	.
O=C(Nc1c(Cl)cc(Cl)cc1-c1nc2ccccc2s1)c1ccc(Br)o1	-6	19	-2	-15	7	8	2	2	12	2	11
Cc1cc(C)c2nc(-c3ccccn3)cc(C(=O)Nc3ccc(S(=O)(=O)Nc4cc(C)on4)cc3)c2c1	-6	5	-31	5	13	25	0	0	4	4	-8
CNC(=O)c1ccc(NC(=O)C2CCN(c3ncnc4sc(C)c(C)c34)CC2)cc1	-3	26	60*	-23	.	-22	-18	35	22	-2	-1
O=C(CN1CCN(Cc2ccc(F)cc2Cl)C1=O)NCCc1ccc(Cl)cc1	.	10	-1	3	-9	7	16	8	7	0	8
COc1ccccc1-c1cc(C(=O)Nc2ccccc2SC)no1	-5	-12	12	-13	.	-49	4	-74	-27	3	-9
Cc1ccccc1NC(=O)c1ccco1	-21	-16	-3	-17	4	5	4	0	-2	2	3

Reprinted from the entries so far (two entries):
SMILES	CaV13 FRET inh	Shn3 inh set2	CF NFkB inh	NR2E3 ag-1	Vif imaging	MITF TRPM1 inh	KKLEB tox	HIF-2a inh	Peg3 prom inh	NR2E3 ag-2	PDI turbidity
CC1(C)CCC(=O)c2ccccc21	-6	-23	-17	23	3	6	-10	8	13	.	-10
CC(C)(C)OC(=O)NNC(=S)NCc1ccc(Cl)cc1	.	18	10	-9	-8	3	-9	6	15	-2	-14

Continuation.
SMILES	CaV13 FRET inh	Shn3 inh set2	CF NFkB inh	NR2E3 ag-1	Vif imaging	MITF TRPM1 inh	KKLEB tox	HIF-2a inh	Peg3 prom inh	NR2E3 ag-2	PDI turbidity
CC1CCCN(C(=O)C23CCC(C)(C(=O)C2)C3(C)C)C1 (stereo unspecified)	.	-6	16	22	-8	-18	-1	13	19	4	-1
CC/C(=N\NC(=O)CSc1ncccn1)c1ccc2c(c1)OCCO2	-3	12	2	-36	11	-9	1	-2	-14	4	-3
Cn1c2ccccc2c2c(C(=O)NCC3CCCO3)cn(C3CCCC3)c(=O)c21 (stereo unspecified)	.	-2	-5	-22	0	-1	-4	-6	-14	-3	1
CCNC(=O)c1cccc(NC(=O)c2cc(C3CC3)nc3c2cnn3C(C)C)c1	-7	-6	2	-19	-14	5	-1	3	42	.	2
CCN1CCN(CCCNC(=O)c2cc3c(=O)[nH]c4ccccc4c3s2)CC1	.	3	-2	0	-5	-18	14	4	-2	-1	2
O=C(/C=C/c1ccco1)NC(=S)Nc1cccc(-c2nc3ccccc3s2)c1	-3	-27	3	-97	-5	-1	4	-1	-109	-2	-1
CN(c1ccc(OCC(=O)N2CCOCC2)cc1)S(=O)(=O)c1ccc(Cl)cc1	-6	25	5	5	2	13	6	12	11	0	4
C[C@@H]1CN([C@H](C)CO)C(=O)CCCn2nncc2CO[C@H]1CN(C)Cc1cccc(C(F)(F)F)c1	-2	-9	-5	-18	.	.	-3	11	13	.	8
CS(=O)(=O)c1ccc(C(=O)Nc2nc(-c3ccco3)c(-c3ccco3)s2)cc1	-5	-1	-3	2	-4	8	0	-8	-14	.	-8
CC1CCCN(C(=O)COC(=O)CNC(=O)c2sc3ccccc3c2Cl)C1 (stereo unspecified)	-21	-14	-1	-28	-3	-5	7	0	-8	5	-4
COc1cc(CCNc2ccc3nnc(-c4ccccc4)n3n2)cc(OC)c1OC	-6	-19	-4	0	-3	.	-7	-20	27	-5	-13
CCOC(=O)C1(CCOc2ccccc2)CCN(C(=O)c2cncs2)CC1	-4	20	-6	-17	.	-3	7	9	15	-2	2
O=C(O)C(CCc1ccccn1)c1ccccc1 (stereo unspecified)	-3	-5	0	-22	-8	6	-2	16	4	.	1
Cc1cccc(NC(=O)CC2C(=O)NCCN2C(=O)Nc2ccc(Cl)cc2)c1 (stereo unspecified)	.	-12	-22	5	8	7	6	-1	12	.	0
C/C=C/C=C\C(=O)Nc1cccc(C2=NOC3(C2)C[C@@H](C(N)=O)N(C(=O)c2cc([N+](=O)[O-])cc([N+](=O)[O-])c2C)C3)c1 (stereo partly specified)	-8	-1	-16	-26	4	-5	15	-5	-20	1	-5
COc1ccc(CCNC(=O)Cc2c(Cl)cccc2Cl)cc1	-7	6	3	5	1	-9	5	-5	7	0	2
O=C(CSc1nc2ccccc2s1)N1c2ccccc2Sc2ccc(C(F)(F)F)cc21	-5	2	10	-4	-3	15	-5	14	26	-1	-18
COc1ccccc1CNC(=O)C1CCC(CNS(=O)(=O)c2ccccc2)CC1 (stereo unspecified)	-19	6	-27	-1	-1	-3	4	20	17	0	-2
CCOC(=O)CSC1=C(C#N)C(c2ccccc2F)C(C(C)=O)=C(C)N1 (stereo unspecified)	.	-4	17	-13	24	2	-1	-11	17	0	3
COc1ccc(-c2ccc(C(=O)N3CCOCC3)c3occc23)c(C)c1	-6	12	10	4	-20	.	6	-5	2	.	-5
COc1ccc(N2C(=O)CC(c3ccc(OC(C)C)cc3)C2=O)cc1 (stereo unspecified)	-7	6	-3	-1	-4	.	0	15	12	-1	3
Cc1nnc(SCC(=O)Nc2nsc(-c3ccc(Cl)cc3)n2)s1	-3	4	29	-9	-1	-18	-6	-22	-63	0	1
CC[N+]1(C)CCC(=C2c3ccccc3CC(=O)c3sccc32)CC1 (stereo unspecified)	-4	18	2	4	11	-2	-8	7	3	0	-1
CC(CCc1ccco1)NC(=O)CSc1cc(=O)n(C)c2ccccc12 (stereo unspecified)	-3	4	-13	-21	-1	-1	6	6	-7	1	0
CC(c1ccc(Cl)cc1)n1c(-c2ccc3ccccc3n2)n[nH]c1=S (stereo unspecified)	-7	13	1	-21	3	5	20	-15	3	2	7

The list goes on:
SMILES	CaV13 FRET inh	Shn3 inh set2	CF NFkB inh	NR2E3 ag-1	Vif imaging	MITF TRPM1 inh	KKLEB tox	HIF-2a inh	Peg3 prom inh	NR2E3 ag-2	PDI turbidity
CCC/C(C)=N/NC(=O)c1ccccc1O	-6	-19	5	-29	-3	6	-2	-1	11	0	5
CCc1nc2oc3ccccc3c(=O)c2c(=O)n1-c1ccccc1	-4	-71	-34	-38	-3	-37	20	-204	-237	-1	10
COc1ccc(NC(=O)Cn2nnc(-c3ccccc3NC(=O)C3CC3)n2)cc1	.	12	7	10	-6	15	-6	-1	6	0	-2
O=C(c1cnn(-c2ccccc2)c1)c1ccccc1O	-6	-25	10	-134	31	-40	0	-137	-209	1	1
CCOC(=O)c1c(NC(=O)CSc2nnc(C)c(=O)[nH]2)sc2c1CCCC2	.	-11	13	-19	-9	6	-1	17	-2	3	3
CCc1ccc(OCCNC(=O)c2ccccc2SCc2ccccc2)cc1	.	-5	-1	-2	.	12	0	14	36	0	7
C=CCn1c(O)c(C2=c3ccccc3=NC2=O)s/c1=N/c1nccs1	-6	13	10	-22	88*	.	-13	-1	41	3	-4
CN(Cc1cccs1)C(=O)CCNS(=O)(=O)c1ccc(Br)cc1	-16	5	-22	-11	-10	6	2	10	8	4	4
[O-]/[N+](=C/c1ccccc1)c1ccccc1	45*	-11	-13	-10	-6	-12	1	-3	-5	-6	-4
O=C(NC1CCCCC1)N1CCSC1=Nc1ccccc1	-8	10	-5	-48	-34	13	-4	13	12	-4	0
CCCn1c(=S)[nH]c2cc(C(=O)N(CCO)Cc3ccccc3)ccc2c1=O	-14	1	9	4	-1	-8	-5	11	20	-7	2
